Compound activity: PubChem BioAssay, several laboratories
sEH act – soluble epoxide hydrolase (human) activation; activation, % at 2 µM; 91,000 compounds, 0.04% hits; P34913; purified human sEH enzymatic activity, activator screen; AID 717; in the data active = activation above about 37%; also: values of inactives mirror those of a sister screen read the other way
Target sequence (P34913 whole entry, looked up): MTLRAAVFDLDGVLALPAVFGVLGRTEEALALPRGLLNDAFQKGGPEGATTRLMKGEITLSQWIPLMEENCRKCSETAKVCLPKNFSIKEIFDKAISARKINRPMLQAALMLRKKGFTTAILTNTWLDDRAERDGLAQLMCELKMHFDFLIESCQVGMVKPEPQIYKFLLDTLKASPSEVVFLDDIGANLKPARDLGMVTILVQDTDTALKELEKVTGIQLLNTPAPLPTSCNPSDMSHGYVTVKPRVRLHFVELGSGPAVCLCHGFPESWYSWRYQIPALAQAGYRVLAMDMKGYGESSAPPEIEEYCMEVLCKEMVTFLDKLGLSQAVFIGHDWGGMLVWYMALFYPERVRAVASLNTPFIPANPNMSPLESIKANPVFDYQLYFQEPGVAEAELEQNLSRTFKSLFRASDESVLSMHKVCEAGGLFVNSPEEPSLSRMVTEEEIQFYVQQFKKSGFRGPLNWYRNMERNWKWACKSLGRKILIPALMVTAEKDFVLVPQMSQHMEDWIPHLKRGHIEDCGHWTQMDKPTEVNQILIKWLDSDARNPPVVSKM
VCAM1 TNFa inh – reduces TNF alpha induced VCAM1 expression in HUVEC. HUVEC TNFa-induced VCAM-1 immunofluorescence, high-content imaging. inhibition, % at 2 µM. 95,000 compounds, 0.48% hits;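 active = inhibition above the batch mean plus 3 SD, with images confirmed as a hit by eye, cut at about 37% in these data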;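 also: 0% = TNF-stimulated DMSO wells and 100% = unstimulated control wells; not every result past the cut was called active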
HUVEC tox IL1B – HUVEC cytotoxicity counter-screen, IL-1B stimulated. HUVEC cell count loss, Hoechst imaging. cell count reduction, % at 2 µM. 94,000 compounds, 0.41% hits;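 active = cell count reduction more than 3 SD above the screen-wide mean, cut at about 70% in these data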;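 also: normalized per plate to untreated control cells as the no-loss baseline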
Smad3 FoxH1 inh – blocks human Smad3 binding to FoxH1 peptide | 88,000 compounds, 0.29% hits | P84022 | TR-FRET Smad3/Dy647-FoxH1 peptide binding, europium anti-His | inhibition, % at 25 µM;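 active = compounds that reduce the energy-transfer binding signal between the protein and its labelled peptide by more than half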;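 also: 0% = Smad3 plus labelled peptide maximal FRET and 100% = peptide-only background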
Target sequence (P84022 whole entry, looked up): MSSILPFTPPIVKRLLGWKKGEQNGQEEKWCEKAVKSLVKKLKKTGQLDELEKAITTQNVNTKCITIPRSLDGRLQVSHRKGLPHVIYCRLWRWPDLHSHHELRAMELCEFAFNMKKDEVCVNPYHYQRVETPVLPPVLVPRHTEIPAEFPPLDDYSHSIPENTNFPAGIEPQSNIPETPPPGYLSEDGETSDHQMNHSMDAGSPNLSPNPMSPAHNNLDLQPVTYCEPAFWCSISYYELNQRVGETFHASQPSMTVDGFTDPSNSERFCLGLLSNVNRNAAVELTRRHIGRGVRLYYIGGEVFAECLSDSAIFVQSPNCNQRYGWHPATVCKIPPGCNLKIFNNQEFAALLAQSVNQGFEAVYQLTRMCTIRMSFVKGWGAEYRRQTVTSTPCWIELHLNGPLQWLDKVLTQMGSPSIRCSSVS
HUVEC tox TNFa – toxic to HUVEC cells under TNF alpha stimulation; HUVEC TNFalpha-stimulated, Hoechst cell count, imaging; cell count reduction, % at 2 µM; 93,000 compounds, 0.17% hits; AID 848;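 active = cell count reduction exceeding the screen mean by over 5 SD, scaled to untreated wells per plate, cut at about 78% in these data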;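 also: cells counted after 24 h of TNF alpha exposure following the 1 h pretreatment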
ERb SRC1 inh – ER-beta (human) coactivator binding inhibition; Q92731; inhibition, % at 25.6 µM; AID 633; 86,000 compounds, 1.3% hits; TR-FRET ER-beta LBD / SRC1-Cy5 peptide binding; receptor agonist-loaded with 1 µM estradiol;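 active = compounds whose percent inhibition of the receptor-coactivator binding signal exceeds about 50% in the single-dose screen, limit read from the data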;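 also: 0% = receptor plus peptide wells without compound and 100% = peptide-only wells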
cytoskel mod – modifiers of cytoskeleton assembly. HUVEC TNFa F-actin phalloidin imaging, high content. inhibition, % at 2 µM. 91,000 compounds, 0.18% hits. AID 836;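 active = inhibition above the batch mean plus 3 SD and confirmed as a hit by visual image inspection, cut at about 30% in these data, passing the limit was not always enough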; also: strong numbers were not always called active
sEH inh – soluble epoxide hydrolase (human) inhibition; AID 707; 91,000 compounds, 0.34% hits; inhibition, % at 2 µM; recombinant human sEH enzymatic activity assay; P34913; in the data active = inhibition above about 80%; also: values of inactives mirror those of a sister screen read the other way; many of its hits are not listed in these tables
Calb biofilm kill – kills Candida albicans biofilms | inhibition, % at 6 µM | 85,000 compounds, 0.14% hits | C. albicans biofilm + clotrimazole, Alamar Blue;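 active = inhibition above 20%; inactive = inhibition below 20%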;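 also: preformed 24 hr biofilms exposed to compound for 48 hr; 0% = biofilm without compound and 100% = blank killed by clotrimazole plus chlorhexidine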
* hit, by the source's call; x = not tested or not shown; [ ] = another dose, or the depositor's remark. The list is partial. The share of hits here may be higher or lower than overall.

SMILES	sEH act	VCAM1 TNFa inh	HUVEC tox IL1B	Smad3 FoxH1 inh	HUVEC tox TNFa	ERb SRC1 inh	cytoskel mod	sEH inh	Calb biofilm kill
CCOC(=O)N1CCN(C(=O)CCC(=O)N2CCOc3ccc(C)cc32)CC1	x	5	-17	-8	-16	5	-13	x	5
Cc1c(NC(=O)c2ccc(N3C(=O)C4C5C=CC(C5)C4C3=O)cc2)c(=O)n(-c2ccccc2)n1C (stereo unspecified)	12	-9	-7	-8	2	-3[fluorescence artefact?]	2	-14	2
N#Cc1c(-n2ccnc2)cccc1-n1ccnc1	8	6	0	x	-5	x	-15	-6	x
COc1ccc(C(=O)Nn2cnc3scc(-c4cccs4)c3c2=O)c(O)c1	-7	x	7	3	x	9	x	8	0
Cc1cccc(OCCCn2ccnc2)c1	-20	-2	-2	18[fluorescence artefact?]	-5	-17	24	22	1
Cc1c(C(=O)NCC2CCCO2)oc2ccc3c(c12)C(=O)CC(C)(C)O3 (stereo unspecified)	7	24	9	x	-27	x	-4	-11	x
CCOC(=O)c1ccc(NCc2nc3ccccc3n2C)cc1	6	13	0	1	14	-9	12	-2	6
CCOC(=O)c1cc(C#N)c(SCc2ccc(C#N)cc2)nc1C	-6	7	-32	64*[fluorescence artefact?]	-3	66*[fluorescence artefact?]	-19	8	7
COc1ccc(Br)cc1C(=O)Nc1nnn(C)n1	-6	10	-5	4	-22	-1	4	4	2
CC(NC(=O)Cc1ccc(-c2ccccc2)cc1)c1ccccc1 (stereo unspecified)	-20	4	4	x	-14	x	10	22	x
COc1ccc(C2C(C(=O)c3sc(C)nc3C)=C(O)C(=O)N2CCCn2ccnc2)cc1OC (stereo unspecified)	0	-18	21	-4	-6	-11	-5	0	6
O=C1CC(=C2c3ccccc3-c3ccccc32)C(=O)N1CCCCN1CCN(c2ccccc2)CC1	8	-4	37	9	-6	5[fluorescence artefact?]	-18	-6	1
O=c1[nH]c2ccccc2n1Cc1ccccc1	19	6	8	-1	-34	-6	1	-21	8
Cc1cc(C(=O)CSc2nn3c(=O)c(C(C)(C)C)nnc3s2)c(C)n1-c1ccc(F)cc1	-2	-9	28	7	-3	-7	13	5	0
CCC(C)OC(=O)C1=C(C)O[C@]23OC(N)=C(C#N)[C@]12C(=O)c1ccccc13 (stereo partly specified)	3	9	3	-2	-7	-10	0	0	0
Cc1cc(NC(=O)c2cc(-c3ccccc3)on2)no1	18	-10	5	10	-13	0[fluorescence artefact?]	-13	-16	4
O=C(O)c1cc(-c2ccco2)[nH]n1	8	4	3	-2	-8	16	-6	-4	3
O=C(Nc1ccccc1)C1Cc2ccccc2CN1C(=O)c1ccco1 (stereo unspecified)	0	-11	9	x	-10	x	11	1	x
CC(C)COc1ccc(C(=O)Nc2ccc(NC(=O)c3ccco3)c(Cl)c2)cc1	0	13	x	11	10	15	-10	-3	6
COc1cccc(Nc2ncccc2C(=O)Nc2ccccc2)c1	8	-11	-3	0	46	-2	-6	-5	1
COc1cc(-c2nn3c(-c4ccccc4)nnc3s2)cc(OC)c1OC	-7	-7	-16	6[fluorescence artefact?]	-30	-3[fluorescence artefact?]	29	8	4
COc1cc([C@H]2[C@@H]3CCCC[C@]3(O)CCN2Cc2ccccc2F)ccc1O	1	-2	-17	-1	-2	8	14	-2	10
CC1Cc2ccccc2N1C(=O)CNCCCN(C)C (stereo unspecified)	2	8	6	x	-5	x	-25	-1	x
Cc1cc(C)n(CCc2nc3c4ccccc4n(CC#N)c(=O)n3n2)n1	21	-3	54	1	35	-2	-8	-21	-2
CC(=O)NN1C(=O)c2ccc(Oc3cccc([N+](=O)[O-])c3)cc2C1=O	7	-21	2	x	17	x	-18	-10	x
COc1cc(SC)ccc1C(=O)NCc1ccc(C)cc1	5	0	0	x	-14	x	-19	-5	x
COCCCNC(CC(=O)Nc1ccccc1C(=O)OC)C(=O)O (stereo unspecified)	8	-11	26	7	7	-9	2	-4	7
Cc1ccc(C(=O)c2sc3nsc(C)c3c2N)cc1	15	18	4	1	11	10	x	-17	0
O=C(Nc1ccccc1)C12CC3CC(C1)CC(n1cnc([N+](=O)[O-])n1)(C3)C2	-19	2	-69	x	-5	x	-10	21	x
COC(=O)Cc1[nH]nc2c1C1(CCSCC1)C(C#N)=C(N)O2	-8	1	-32	-13	-3	-2	-20	6	5

Quoted from the listing.
Cc1cc(C)n(CCc2nc3c4ccccc4n(CC#N)c(=O)n3n2)n1 | Smad3 FoxH1 inh = 1
CC(C)COc1ccc(C(=O)Nc2ccc(NC(=O)c3ccco3)c(Cl)c2)cc1 | Calb biofilm kill = 6
O=C(Nc1ccccc1)C12CC3CC(C1)CC(n1cnc([N+](=O)[O-])n1)(C3)C2 | HUVEC tox IL1B = -69
COc1cc(SC)ccc1C(=O)NCc1ccc(C)cc1 | HUVEC tox TNFa = -14

Profiles from above. Screens in order: sEH act	VCAM1 TNFa inh	HUVEC tox IL1B	Smad3 FoxH1 inh	HUVEC tox TNFa	ERb SRC1 inh	cytoskel mod	sEH inh	Calb biofilm kill
`Cc1cc(NC(=O)c2cc(-c3ccccc3)on2)no1` is listed with 18	-10	5	10	-13	0[fluorescence artefact?]	-13	-16	4
`O=C(Nc1ccccc1)C1Cc2ccccc2CN1C(=O)c1ccco1` (stereo unspecified) is listed with 0	-11	9	x	-10	x	11	1	x
`CC(=O)NN1C(=O)c2ccc(Oc3cccc([N+](=O)[O-])c3)cc2C1=O` is listed with 7	-21	2	x	17	x	-18	-10	x
`COc1cc(-c2nn3c(-c4ccccc4)nnc3s2)cc(OC)c1OC` is listed with -7	-7	-16	6[fluorescence artefact?]	-30	-3[fluorescence artefact?]	29	8	4
`COCCCNC(CC(=O)Nc1ccccc1C(=O)OC)C(=O)O` (stereo unspecified) is listed with 8	-11	26	7	7	-9	2	-4	7

Next part
SMILES	sEH act	VCAM1 TNFa inh	HUVEC tox IL1B	Smad3 FoxH1 inh	HUVEC tox TNFa	ERb SRC1 inh	cytoskel mod	sEH inh	Calb biofilm kill
COCCCNC(=O)c1ccc(Cn2c(=O)c3ccccc3n(Cc3ccc(C)cc3)c2=O)cc1	-27	-11	-27	-2	4	4[fluorescence artefact?]	-7	27	1
Cc1cc2c(cc1C)N(CC(=O)N1CCCC1)C(=O)CC(c1ccccc1)=N2	-3	20	7	6	-40	1	-9	4	2
BrC(/C=N/Nc1nc(N2CCOCC2)nc(N2CCOCC2)n1)=C/c1ccccc1	2	6	5	x	4	x	2	2	x
COC(=O)c1c(C)oc(C)c(C(=O)OC)c1=O	19	-10	-19	2	6	-3	-38	-20	5
COc1ccc(N2C(N)=NC(N)=NC2(C)C)cc1	6	0	-9	20[fluorescence artefact?]	-2	-7	-8	-4	-1
COc1ccc2c(C)c(C(=O)O)oc2c1	-7	-4	2	4	-12	-1	x	4	4
CCOC(=O)n1c(SCC(=O)N(CC)CC)nc2ccccc21	-11	-1	-23	-6	-24	-1	7	10	-1
CCn1nnnc1-c1ccc(OC)c(S(=O)(=O)Nc2ccc(C(=O)OC)cc2)c1	-1	13	-20	4	0	15	-11	4	6
CCOC(=O)N1CCN(C(=O)c2ccc3c(=O)n(CCC4=CCCCC4)c(=S)[nH]c3c2)CC1	-26	7	-2	-2	-26	31[fluorescence artefact?]	2	26	3
O=C1CC(c2nc3ccccc3[nH]2)CN1c1ccccc1 (stereo unspecified)	0	20	6	4	-12	-14	10	4	-1
O=C(O)c1cn(C2CC2)c2cc(N3CCOCC3)c(F)cc2c1=O	-2	4	22	-2	-30	23	15	7	10
O=C(CN(C(=O)CCNC(=O)c1ccco1)c1ccccc1)NC1CCCC1	15	2	-5	-1	4	-1	-2	-20	-1
O=C(NC1CCCCC1)C(c1ccc2ncccc2c1)N(Cc1ccco1)C(=O)c1ccc2c(c1)OCCO2 (stereo unspecified)	2	2	4	x	-16	x	-9	-3	x
c1ccc(-n2c(SCc3ccncc3)nnc2-c2ccco2)cc1	-4	x	-46	4	x	-6	11	5	10
O=C(CSc1nc2c(c(=O)n1-c1ccc(F)cc1)SCC2)NCc1ccco1	-8	-7	8	5	-17	-27	-31	8	2

An excerpt from above in order of their number in cytoskel mod, rising:
SMILES	cytoskel mod
O=C(CSc1nc2c(c(=O)n1-c1ccc(F)cc1)SCC2)NCc1ccco1	-31
O=C(CN(C(=O)CCNC(=O)c1ccco1)c1ccccc1)NC1CCCC1	-2
BrC(/C=N/Nc1nc(N2CCOCC2)nc(N2CCOCC2)n1)=C/c1ccccc1	2

Carrying on.
SMILES	sEH act	VCAM1 TNFa inh	HUVEC tox IL1B	Smad3 FoxH1 inh	HUVEC tox TNFa	ERb SRC1 inh	cytoskel mod	sEH inh	Calb biofilm kill
Fc1ccc(OCc2nnc(SCCN3CCOCC3)o2)cc1	-2	-10	-26	11	-3	-11	8	8	7
O=C(Nc1ccccc1)NC1CCN(CCCN2C(=O)c3ccccc3C2=O)CC1	-10	35	-8	21	-21	10	5	13	6
CCOCCCn1c(=S)[nH]c2cc(C(=O)N3CCC(C(N)=O)CC3)ccc2c1=O	-1	-1	7	9	-2	3[fluorescence artefact?]	12	1	4
CCOC(=O)C1=C(C)NC(=O)NC1c1ccc2c(c1)OCO2 (stereo unspecified)	0	2	3	0	x	13[fluorescence artefact?]	-2	4	8
CCOC(=O)C1CCCN(C(=O)c2cc3c(=O)n4cccc(C)c4nc3n2C)C1 (stereo unspecified)	4	10	-15	-4	-4	10[fluorescence artefact?]	-13	-4	3
COC(=O)c1cn(CC(=O)NCc2cccs2)c2ccccc12	-10	5	-18	-3	-19	-4	7	13	3
CC(C)CC(=O)NC(NC(=S)Nc1sc2c(c1C#N)CCCC2)C(Cl)(Cl)Cl (stereo unspecified)	-9	-8	-100	x	-27	x	-17	7	x
CCN(CC)C(=O)COc1ccc(Br)cc1Cl	20	-21	-30	1	-10	-12	4	-22	-1
CCN(CC)c1ccc(C(=O)c2ccccc2C(=O)O)c(O)c1	-6	2	-7	8	-29	7	8	6	5
CCC(c1nnc(SCC(=O)NCC2CCCO2)n1Cc1ccccc1)N(C)C (stereo unspecified)	-3	4	-1	3	-6	-10[fluorescence artefact?]	-11	5	8
CCNC(=S)NNC(=O)Cn1nc(C)cc1C	8	2	2	x	5	x	-42	-7	x
O=C(O)c1cccc(N2C(=O)C3CC=CCC3C2=O)c1 (stereo unspecified)	4	x	-48	7[fluorescence artefact?]	x	-20	x	1	-5
Cc1cc2ncn(/N=C/c3ccc([N+](=O)[O-])o3)c2cc1C	7	4	0	x	-15	x	24	-10	x
